# KKLEB tox = counter-screen for CF NF-kB inhibitors: cytotoxicity | KKLEB CF airway cells viability, ATPlite luminescence, overnight; active compounds read low; cells stimulated with P. aeruginosa culture filtrate | activity change (cytotoxicity), % at 5 µM | hit rate 0.36% among 360,000 | AID 602141;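 active means corrected activity change at or below -50% at 5 µM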
# NCOA1 inh = human NCOA1 inhibition | Q15788 | HEK293 GAL4-SRC1 luciferase reporter, luminescence | inhibition, % at 3.6 µM | hit rate 0.12% among 360,000 | AID 588354;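 active means inhibition above the campaign mean plus 3 SD, with each screening campaign given its own cutoff, cut at about 60% in these data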;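 further: 0% = DMSO treated cells and 100% = gossypol at 36 µM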
# Target sequence (Q15788 whole entry, looked up, the tested form may be a part): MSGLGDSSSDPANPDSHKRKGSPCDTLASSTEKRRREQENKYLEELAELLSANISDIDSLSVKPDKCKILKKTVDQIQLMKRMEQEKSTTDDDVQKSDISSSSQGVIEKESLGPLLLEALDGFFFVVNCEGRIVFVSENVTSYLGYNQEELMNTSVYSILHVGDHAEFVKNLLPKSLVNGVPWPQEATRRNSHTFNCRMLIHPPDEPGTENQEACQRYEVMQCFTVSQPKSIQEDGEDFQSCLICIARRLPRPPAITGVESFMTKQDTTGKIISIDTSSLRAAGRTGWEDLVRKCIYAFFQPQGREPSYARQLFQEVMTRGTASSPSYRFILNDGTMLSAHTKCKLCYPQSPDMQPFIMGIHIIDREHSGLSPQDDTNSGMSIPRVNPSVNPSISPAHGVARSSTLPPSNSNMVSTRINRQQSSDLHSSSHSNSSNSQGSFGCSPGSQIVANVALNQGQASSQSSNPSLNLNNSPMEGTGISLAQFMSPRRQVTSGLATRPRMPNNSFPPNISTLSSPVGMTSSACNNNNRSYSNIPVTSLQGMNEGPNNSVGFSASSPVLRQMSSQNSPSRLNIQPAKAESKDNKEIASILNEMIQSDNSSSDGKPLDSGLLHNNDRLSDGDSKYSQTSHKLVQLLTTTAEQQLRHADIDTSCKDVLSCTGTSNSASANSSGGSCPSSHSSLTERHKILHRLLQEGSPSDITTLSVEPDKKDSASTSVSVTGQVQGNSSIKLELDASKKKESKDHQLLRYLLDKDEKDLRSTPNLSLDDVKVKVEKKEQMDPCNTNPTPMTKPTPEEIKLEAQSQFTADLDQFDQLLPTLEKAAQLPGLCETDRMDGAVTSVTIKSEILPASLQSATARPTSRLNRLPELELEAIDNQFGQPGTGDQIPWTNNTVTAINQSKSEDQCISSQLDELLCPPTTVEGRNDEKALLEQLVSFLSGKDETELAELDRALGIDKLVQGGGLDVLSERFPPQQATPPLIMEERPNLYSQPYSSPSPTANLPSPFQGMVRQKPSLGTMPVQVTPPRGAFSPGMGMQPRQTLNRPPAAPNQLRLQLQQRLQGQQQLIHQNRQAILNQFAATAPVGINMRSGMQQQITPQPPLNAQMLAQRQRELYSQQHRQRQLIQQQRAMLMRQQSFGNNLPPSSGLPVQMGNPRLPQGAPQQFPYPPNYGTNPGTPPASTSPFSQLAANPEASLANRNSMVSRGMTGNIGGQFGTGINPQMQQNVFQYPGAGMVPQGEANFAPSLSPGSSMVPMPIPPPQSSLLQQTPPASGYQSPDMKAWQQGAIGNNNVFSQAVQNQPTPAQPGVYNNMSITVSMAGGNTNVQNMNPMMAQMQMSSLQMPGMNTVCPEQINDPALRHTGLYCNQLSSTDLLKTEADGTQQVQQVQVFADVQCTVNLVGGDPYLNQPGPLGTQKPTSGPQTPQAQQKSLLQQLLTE
# NCOA3 inh = inhibitors of human steroid receptor coactivator 3 (SRC3). HEK293 GAL4-SRC3 luciferase reporter, luminescence. inhibition, % at 3.6 µM. hit rate 0.17% among 360,000;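 active means inhibition above a per-campaign cutoff, the mean of all compounds plus 3 SD, cut at about 60% in these data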;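 further: 0% = DMSO-treated cells and 100% = gossypol-treated cells at 36 µM; higher means less SRC3-driven luciferase light from the GAL4 reporter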
# TWEAK Fn14 block = inhibitors of TWEAK-Fn14 interaction signaling; TWEAK-stimulated Fn14 reporter cells, luciferase luminescence, 8 h; inhibition, % at 10 µM; hit rate 2% among 360,000; AID 1159606; in the data active means inhibition above about 50%
# NR2F2 inh = blocks human COUP-TFII nuclear receptor. P24468. HEK293T NGFI-A luciferase reporter, luminescence. inhibition, % at 8.6 µM. hit rate 0.7% among 370,000. AID 686940;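 active means inhibition above a per-plate cutoff, mean inhibition of test wells between control levels plus 3 SD, cut at about 38% in these data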;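 further: cells cotransfected with COUP-TFII expression vector driving the NGFI-A reporter; 0% = median of COUP-TF2 test wells and 100% = reporter-only cells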
# C8 TRAIL sens = sensitizes caspase-8 expressing cells to TRAIL; inhibition (viability loss, TRAIL sensitization), % at 10 µM; AID 624354; NB7+C8 cells + TRAIL, ATPlite viability luminescence; hit rate 1% among 360,000;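 active means compounds causing at least 50% loss of cell viability in the single-dose screen, relative to plate controls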
# TROY signal inh = blocks TROY-dependent signaling in reporter cells; Q293 LMP1-TROYcd NF-kB luciferase reporter, 4 h; inhibition, % at 10 µM; AID 1347056; hit rate 0.98% among 360,000;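 active means compounds whose plate-normalised and pattern-corrected inhibition of the luciferase reporter signal at the single screening dose is 50% or more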
# CF NFkB block = blocks PAF-induced NF-kB reporter in cystic fibrosis cells. KKLEB NF-kB-GFP reporter, GFP fluorescence overnight. inhibition, % at 5 µM. hit rate 0.86% among 360,000;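 active means at least 50% inhibition at 5 µM, scaled per plate between neutral and stimulator controls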;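 further: PAF is a Pseudomonas aeruginosa culture filtrate used as stimulus; plate controls were PAF-stimulated DMSO wells for no effect and unstimulated DMSO wells for full effect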
# SRC2 inh = inhibits human steroid receptor coactivator 2. HEK293 GAL4-SRC2 luciferase reporter, luminescence. inhibition, % at 9 µM. hit rate 0.17% among 370,000;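 active means inhibition above the mean inhibition of all tested compounds plus 3 SD, set per campaign, cut at about 52% in these data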;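 further: 0% = DMSO treated cells and 100% = cells given Gossypol at 36 µM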
# NR5A2 inv ag = inverse agonists of human LRH-1 (NR5A2); O00482; HEK293T StAR-luciferase reporter, LRH-1 transfected, 24 h; inhibition, % at 3.6 µM; hit rate 0.13% among 360,000; AID 602396;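 active means inhibition above the mean inhibition of all tested compounds plus 3 SD, cut at about 73% in these data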;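 further: 0% = DMSO wells and 100% = reporter-only cells lacking LRH-1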
# EBV LMP1 NFkB = reduces LMP1-driven NF-kappaB luciferase signal | hit rate 0.69% among 350,000 | inhibition, % at 12.5 µM | LMP1-induced NF-kappaB luciferase reporter cells, luminescence | AID 504558; in the data active means inhibition above about 41%;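 further: 0% = neutral control wells and 100% = reference inhibitor control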
# Active calls of the source: *; . = not tested or not shown. Outcome played no part in choosing rows, and some 4.2% of all compounds hit somewhere here.
# Fields – KKLEB tox	NCOA1 inh	NCOA3 inh	TWEAK Fn14 block	NR2F2 inh	C8 TRAIL sens	TROY signal inh	CF NFkB block	SRC2 inh	NR5A2 inv ag	EBV LMP1 NFkB
Cc1nn(-c2ccccc2)c2sc(C(=O)N3CCCCC3)cc12
 : -1	-63	-50	4	.	-5	-45	6	.	-50	-34
Cc1ccccc1Nc1nc(N)nc(CSc2nncn2C)n1
 : 2	7	-14	-17	16	-5	10	6	-1	-19	-3
Cc1ccc(-n2c(N)c(Br)c(=O)[nH]c2=O)cc1C
 : 10	6	6	-7	-9	5	1	-9	10	-3	1
COc1ccc(NC(=O)c2cccnc2N2CCCC2)cc1
 : 11	2	-11	15	7	0	27	-2	6	6	-3
CCN1C(=O)N(C)[C@@H](c2ccccc2)C(C(=O)OC)=C1C
 : -29	-18	7	-1	9	3	-2	12	7	-15	-3
CCN1C(=O)[C@H]2[C@@H](c3ccc(C(F)(F)F)cc3)N[C@]3(CCCN(Cc4ccco4)C3=O)[C@H]2C1=O
 : 5	8	-2	-5	10	-4	-15	-3	8	0	5
O=C(NC1CCCC1)C(c1cc2c(cc1[N+](=O)[O-])OCO2)N1CCCC1 (configuration not stated)
 : -7	-28	-10	-16	-6	-16	-24	-2	-37	-27	-9
COc1ccc(N/C=C\C(=O)c2ccc(C)cc2)cc1OC
 : 6	-118	-69	-15	-1	4	-66	5	-48	-60	-15
COc1ccc(CNC(=O)C2CCN(C(=O)N(C)C)CC2)c(OC)c1
 : 0	2	12	3	.	-6	-7	-12	.	15	2
O=C(C[n+]1ccc(C(=O)NCCCO)cc1)c1cccc(Br)c1
 : 14	-5	-2	-5	-7	1	-42	-4	-18	-10	-14
O=C(Nc1ccccc1N1CCN(c2ccccc2)CC1)c1ccccc1
 : 2	14	20	-1	26	5	12	27	20	17	6
O=c1c2ccccc2c2c(O)nc(-c3ccccc3)n2n1Cc1ccccc1
 : 0	-7	13	8	3	-1	30	14	-67	2	0
CCOc1ccccc1C(=O)NCC(=O)NNC(=O)c1cccs1
 : 15	-6	-36	4	-1	0	-35	8	13	9	9
CCSc1nc2ccc(N3C(=O)C4C5C=CC(C5)C4C3=O)cc2s1 (configuration not stated)
 : -2	-3	-7	-15	-2	-5	-44	10	-24	-27	-9
COC(=O)c1sc(NC(=O)COc2ccc(OC)cc2)nc1C
 : 10	-11	-3	-7	6	6	0	5	6	6	5
Cc1ccc(NS(=O)(=O)c2ccc(NC(=O)c3cccs3)cc2)cc1
 : 2	4	11	19	14	0	10	-14	12	15	-7
COc1ccccc1NC(=O)CN1CCN(CC(=O)Nc2cc(NC(C)=O)ccc2OC)CC1
 : 11	-12	-17	2	8	4	12	-12	4	4	1
CCOc1ccccc1OCC(=O)Nc1nnc(COC)s1
 : 7	-7	-2	8	-15	-14	0	-12	18	-4	-25
CC(C)[C@H](NC(=O)C1CCN(S(=O)(=O)c2ccccc2)CC1)C(=O)NCc1ccco1
 : 24	7	22	4	2	-16	-23	-16	5	-15	3
O=C(CN(C1CCCCC1)S(=O)(=O)c1ccc(Cl)cc1)N1CCOCC1
 : 4	15	2	15	-2	3	-11	6	8	-10	-7
Cc1[nH]nc(Nc2ccc(O)cc2)c1[N+](=O)[O-]
 : -16	-8	-4	11	0	-8	-2	12	6	-8	-5
Cc1ccc(S(=O)(=O)N(C)C)cc1NC(=O)COC(=O)CCNS(=O)(=O)c1ccccc1
 : -14	-3	25	3	8	0	3	2	-1	-2	-6
O=C(CNC(=O)c1ccccc1)N/N=C/c1cc(Br)ccc1O
 : 1	19	31	28	0	44	21	12	16	16	-30
CCc1nc2c(OCc3ccccc3)cccn2c1N(C)C(=O)COc1ccccc1
 : -10	-7	-5	-2	6	3	8	10	8	-8	.
COc1ccc(-c2cc(C(F)(F)F)nc(NCc3cccnc3)n2)cc1
 : -20	8	2	17	14	-5	8	4	20	13	-14
CCCCn1c(SCC(N)=O)nc2c(sc3ccccc32)c1=O
 : -1	15	8	27	17	-2	-28	-5	-10	-1	1
CSc1ccc(Cn2nnc(C(=O)NCCc3ccc(Cl)cc3)c2N)cc1
 : -4	-12	8	-6	-2	-18	-1	-2	12	-5	0
O=C(CSc1nccc(=O)[nH]1)Nc1ccc(Br)c(Cl)c1
 : -2	12	-2	10	3	4	9	5	7	12	5
CCn1c(C)nc2cc(C(=O)N/N=C/c3ccc(OC)c(O)c3)ccc21
 : 13	-6	0	23	-2	10	-5	16	4	-34	-1
Cc1ccc2nc(NC(=O)CCn3c(=O)sc4ccccc43)sc2c1
 : 3	0	-21	14	11	-9	14	3	-5	-1	6

# Reformatted field by field: entries from further up.
Molecule: COc1ccc(CNC(=O)C2CCN(C(=O)N(C)C)CC2)c(OC)c1
  KKLEB tox: 0 | NCOA1 inh: 2 | NCOA3 inh: 12 | TWEAK Fn14 block: 3 | NR2F2 inh: . | C8 TRAIL sens: -6 | TROY signal inh: -7 | CF NFkB block: -12 | SRC2 inh: . | NR5A2 inv ag: 15 | EBV LMP1 NFkB: 2

Molecule: O=C(C[n+]1ccc(C(=O)NCCCO)cc1)c1cccc(Br)c1
  KKLEB tox: 14 | NCOA1 inh: -5 | NCOA3 inh: -2 | TWEAK Fn14 block: -5 | NR2F2 inh: -7 | C8 TRAIL sens: 1 | TROY signal inh: -42 | CF NFkB block: -4 | SRC2 inh: -18 | NR5A2 inv ag: -10 | EBV LMP1 NFkB: -14

Molecule: O=C(Nc1ccccc1N1CCN(c2ccccc2)CC1)c1ccccc1
  KKLEB tox: 2 | NCOA1 inh: 14 | NCOA3 inh: 20 | TWEAK Fn14 block: -1 | NR2F2 inh: 26 | C8 TRAIL sens: 5 | TROY signal inh: 12 | CF NFkB block: 27 | SRC2 inh: 20 | NR5A2 inv ag: 17 | EBV LMP1 NFkB: 6

Molecule: O=c1c2ccccc2c2c(O)nc(-c3ccccc3)n2n1Cc1ccccc1
  KKLEB tox: 0 | NCOA1 inh: -7 | NCOA3 inh: 13 | TWEAK Fn14 block: 8 | NR2F2 inh: 3 | C8 TRAIL sens: -1 | TROY signal inh: 30 | CF NFkB block: 14 | SRC2 inh: -67 | NR5A2 inv ag: 2 | EBV LMP1 NFkB: 0

# Entries of single compounds, quoted from the list. Order of screens: KKLEB tox, NCOA1 inh, NCOA3 inh, TWEAK Fn14 block, NR2F2 inh, C8 TRAIL sens, TROY signal inh, CF NFkB block, SRC2 inh, NR5A2 inv ag, EBV LMP1 NFkB
# `Cc1ccc(NS(=O)(=O)c2ccc(NC(=O)c3cccs3)cc2)cc1` across the screens: 2, 4, 11, 19, 14, 0, 10, -14, 12, 15, -7
# `O=C(CNC(=O)c1ccccc1)N/N=C/c1cc(Br)ccc1O` across the screens: 1, 19, 31, 28, 0, 44, 21, 12, 16, 16, -30

# Going on with the list.
# Fields – KKLEB tox	NCOA1 inh	NCOA3 inh	TWEAK Fn14 block	NR2F2 inh	C8 TRAIL sens	TROY signal inh	CF NFkB block	SRC2 inh	NR5A2 inv ag	EBV LMP1 NFkB
O=C(CN1CCN(S(=O)(=O)c2ccc(F)cc2)CC1)Nc1cccc(C(F)(F)F)c1
 : -4	3	-14	-1	-2	13	3	7	6	7	74*
Cc1csc2c(N3CCN(C(=S)Nc4ccc(C(F)(F)F)cc4)CC3)ncnc12
 : -3	15	14	26	-15	-6	7	2	-40	7	-3
Cc1cccc(C)c1NC(=O)C(c1ccc([N+](=O)[O-])cc1)N1CCCCC1 (configuration not stated)
 : -7	-3	5	-19	-4	10	-4	6	-16	-4	6
CC1CCN(C(=O)Cn2nnnc2CN2CCOCC2)CC1
 : -7	-13	16	-1	0	0	-16	4	0	5	-1
O=C(c1ccc(O)c(Br)c1)c1cc(Br)ccc1O
 : 8	-9	12	50	3	-10	50*	66*	-1	-21	-3
CC(C)COC(=O)/C(C#N)=C/c1c[nH]c2ccccc12
 : 8	-36	-34	-4	-50	-1	-82	2	-35	-29	-7
COc1cccc(OC)c1NC(=O)C1CCCN1C(=O)NCc1ccccc1 (configuration not stated)
 : 6	9	-7	-16	18	-21	7	-4	-12	9	0
NC(=O)c1ccsc1NC(=O)COC(=O)c1ccc(Cl)c(N)c1
 : 6	3	12	33	6	16	-4	48	8	-10	7
COC(=O)[C@@H]1C[C@@]2(O)[C@@H](O)[C@@H](O)[C@@H](O)C[C@H]2N1Cc1ccc(C(F)(F)F)cc1
 : 9	-1	-7	0	-15	2	-13	-4	0	-7	-2
Cc1c(C(=O)OCC(=O)NC2CC2)oc2ccc(Br)cc12
 : -2	10	-12	-10	-13	25	-51	-2	-37	-19	-4
Cc1ccc(-c2nc(CSCC(=O)N3CCCC3)c(C)o2)cc1
 : 14	-9	-3	4	0	-11	0	0	-49	-30	-6
COC(C[C@H]1O[C@@H]1[C@@H](O)[C@H](C)OCc1ccccc1)OC
 : -11	1	-48	-6	5	8	2	8	2	-1	-4
CCC(c1nnnn1Cc1ccc(OC)cc1)N1CCN(C(=O)c2ccco2)CC1 (configuration not stated)
 : 11	-62	11	45	-18	-1	6	5	-24	-1	1
O=C(O)c1ccc(-c2nnn(Cc3ccccc3F)n2)cc1
 : 4	-6	-1	-3	20	0	6	-4	9	-6	-6
COc1ccc2c(c1)C(=O)N(c1ccc(C)cc1C)C(=O)C2
 : -14	-12	15	-7	-6	-1	-18	8	-25	5	-15
CCOC(=O)c1c(C)nc2sc(C(N)=O)c(N)c2c1-c1ccc(OC)cc1
 : -12	20	17	8	25	-19	26	33	16	22	1
CCC(NS(=O)(=O)c1ccc(C)cc1)C(=O)N1CCN(c2ccccn2)CC1 (configuration not stated)
 : -3	-2	6	8	20	2	3	4	7	-8	4
CCOc1ccc(-c2ccc(/C=C3/C(=N)N4C=CSC4=NC3=O)o2)c([N+](=O)[O-])c1
 : -42	-15	6	26	4	-1	10	29	1	2	2
CN(C)S(=O)(=O)c1cccc2nsnc12
 : 4	7	5	3	8	-2	-3	0	17	5	-6
O=C1Nc2ccc(F)cc2C12Nc1ccccc1-c1nnc(SCc3ccccc3F)nc1O2 (configuration not stated)
 : 8	5	-23	22	-15	18	-2	-4	-4	2	3
COc1ccccc1CNC(=O)CC(C)C
 : 8	7	-16	-2	-43	14	0	3	-5	-3	1
CCCCc1ccc(NC(=O)CSc2nc(=O)n(CCN(C)C)c3c2CCC3)cc1
 : -6	-6	4	15	-17	39	10	17	4	-4	-4
Cc1cccc(NC(=O)c2cccnc2Oc2ccccc2)c1C(=O)O
 : -1	-16	-7	2	18	-16	16	3	-1	-5	-4
COc1cccc(NC(=O)C2C3C=CC4(O3)C2C(=O)N(CCN2CCCCC2)C4C(=O)NC2CCCCC2C)c1 (configuration not stated)
 : 4	-8	-4	31	-8	1	-11	-15	8	-9	-5
CN1C(=O)c2ccc(C(=O)Nc3ccc(Br)cn3)cc2C1=O
 : -1	-2	9	-21	7	-2	-42	12	-20	9	-68
